Screening results: PubChem BioAssay, several laboratories
Cdc42 wt GTP: human Cdc42 wildtype GTP binding change, either direction; hit rate 0.2% among 190,000; P60953; percent activity (GTP binding), % at 10 µM; GST-Cdc42 beads, Bodipy-GTP binding, flow cytometry; actives lie on both sides; AID 761;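 active = percent activity GTP binding at least 20 points away from the 100% baseline, either down as inhibitor or up as activator; inconclusive = compound flagged as likely green fluorescent from well-wide comparison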;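 note: median bead fluorescence of bound Bodipy-FL-GTP at 100 nM; 0% = excess unlabeled GTP control and 100% = no compound control; below 100% means less GTP binding so inhibitor and above means activator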
Target sequence (P60953 whole entry, looked up): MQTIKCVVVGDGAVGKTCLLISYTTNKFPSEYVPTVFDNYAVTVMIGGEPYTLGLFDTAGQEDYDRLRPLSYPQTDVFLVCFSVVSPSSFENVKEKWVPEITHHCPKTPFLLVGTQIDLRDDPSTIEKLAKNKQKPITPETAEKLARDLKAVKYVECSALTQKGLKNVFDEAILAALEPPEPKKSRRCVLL
HRas wt GTP: modulators of GTP binding to human HRas wildtype; P01112; AID 759; hit rate 0.14% among 190,000; GST-Ras wt beads, Bodipy-FL-GTP binding, flow cytometry; actives lie on both sides; GTP binding activity, % at 10 µM;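 active = GTP binding activity at least 20% away from the 100% baseline, either lowered as inhibitor or raised as activator; inconclusive = flagged as likely green fluorescent, judged across all proteins in the well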;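 note: 0% = unlabeled GTP competition control and 100% = no-compound control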
Target sequence (P01112 whole entry, looked up): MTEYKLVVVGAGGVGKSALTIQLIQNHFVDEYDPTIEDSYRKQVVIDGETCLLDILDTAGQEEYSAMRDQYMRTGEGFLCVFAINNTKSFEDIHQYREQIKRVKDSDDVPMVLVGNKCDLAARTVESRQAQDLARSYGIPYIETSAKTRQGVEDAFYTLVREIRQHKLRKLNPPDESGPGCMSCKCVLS
ABCB1 block: inhibitors of human ABCB1 transporter, ABCG2 counter-screen. P08183. CCRF-Adr cells, JC-1 efflux, flow cytometry. inhibition, % at 6.6 µM. hit rate 0.067% among 190,000; in the data active = inhibition above about 40%;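 note: 0% = vehicle and 100% = reference inhibitor; higher value means more JC-1 retained so stronger ABCB1 efflux block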
Avidin bead fluor: compound fluoresces at 488/530 nm on avidin beads; fluorescence (KMESF) at 10 µM; compound fluorescence 488/530 nm, flow cytometry; hits give high values; hit rate 0.38% among 220,000; in the data active = fluorescence above about 47; note: inactives centre near 10
Rab2A wt mod: changes GTP binding to wildtype dog Rab2A, up or down. hit rate 0.19% among 190,000. GTP binding activity, % at 10 µM. P61105. GST-Rab2 wt beads, Bodipy-GTP binding, flow cytometry;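 active = GTP binding activity at least 20 points away from 100%, either lowered or raised; inconclusive = signal likely due to the compound's own green fluorescence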;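 note: 0% = beads with excess unlabeled GTP and 100% = no-compound control corrected for plate trend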
Pf gametocyte: P. falciparum stage V gametocyte viability inhibition. P. falciparum stage V gametocytes, ATP luminescence, 24 h. inhibition, % at 10.9 µM. hit rate 0.065% among 150,000. AID 743093;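 active = inhibition above the mean plus 3 SD of compounds within the control limits, set per campaign, cut at about 38% in these data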;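 note: 0% = DMSO wells and 100% = medium only without gametocytes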
Rac1 mut GTP: alters GTP binding to activated mutant human Rac1; P63000; GST-Rac1 activated beads, fluorescent GTP binding, flow cytometry; actives lie on both sides; 100% means binding = to untreated wells; percent activity (GTP binding), % at 10 µM; hit rate 0.11% among 190,000; AID 764;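 active = GTP binding at least 20 percentage points away from the 100% baseline, in either direction, so actives lie on both sides; inconclusive = Compound likely fluorescent itself, or too few beads counted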
Rab7 wt modul: alters GTP binding to wildtype dog Rab7 | GST-Rab7 beads, fluorescent GTP binding, flow cytometry; actives lie on both sides; untreated = 100%, excess cold GTP = 0% | GTP binding activity (percent of control), % at 10 µM | hit rate 0.055% among 190,000 | AID 758;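 active = fluorescent GTP binding to Rab7 beads changed by at least 20 points from the 100% baseline, either direction, mostly lower; inconclusive = compound itself probably fluorescent, or too few beads counted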;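 note: median green fluorescence of bound Bodipy-FL-GTP per Rab7 bead population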
ABCG2 block: human ABCG2 inhibition, ABCB1 as counter-screen. Q9UNQ0. hit rate 0.1% among 190,000. inhibition, % at 6.6 µM. IgMXP3 cells, JC-1 efflux, flow cytometry. AID 1325;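 active = inhibition above 80%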;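 note: 0% = DMSO and 100% = nicardipine control wells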
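Assay system – ABCG2 IgMXP3 and barcoded ABCB1 CCRF-Adr cell mix · Input – 3 million cells/mL in well · Reagent – JC-1 fluorescent substrate · Compound – single test compound dose, 6.6 µM final · Timing – 10 min exposure at 25 °C with rotation, no wash · Detection – flow cytometry of retained JC-1 fluorescence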
Mcl1-Noxa inh: disrupts binding of human Mcl-1 to Noxa peptide; hit rate 1.5% among 220,000; inhibition, % at 21.7 µM; Q07820; AID 1022; TR-FRET Mcl-1/Noxa peptide binding, 2 h;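 active = compounds that cut the protein-peptide binding signal by more than 50% relative to plate controls in a single-dose test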;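 note: His-tagged Mcl-1 with rhodamine Noxa BH3 peptide and terbium anti-His antibody; 0% = Mcl-1 plus Noxa peptide wells and 100% = peptide-only wells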
Target sequence (Q07820 whole entry, looked up): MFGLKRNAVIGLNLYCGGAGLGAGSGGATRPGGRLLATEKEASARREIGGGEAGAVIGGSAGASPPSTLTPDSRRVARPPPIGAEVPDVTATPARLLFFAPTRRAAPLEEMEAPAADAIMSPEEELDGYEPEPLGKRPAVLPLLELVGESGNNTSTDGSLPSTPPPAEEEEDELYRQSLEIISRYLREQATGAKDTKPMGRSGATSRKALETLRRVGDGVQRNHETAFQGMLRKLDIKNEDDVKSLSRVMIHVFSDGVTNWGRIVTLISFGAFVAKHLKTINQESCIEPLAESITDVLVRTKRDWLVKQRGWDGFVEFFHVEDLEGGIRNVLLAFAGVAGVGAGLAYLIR
Rac1 wt modul: alters GTP binding to wildtype human Rac1 | hit rate 0.27% among 190,000 | P63000 | GTP binding activity (% of control), % at 10 µM | GST-Rac1 beads, fluorescent GTP binding, flow cytometry; actives lie on both sides; 0 = cold GTP competed, 100 = untreated | AID 757;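 active = GTP binding activity at least 20 points away from the 100% control level, either lower or higher; inconclusive = compound flagged as likely green fluorescent, judged across all proteins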
Starred values were filed as active, the others as inactive; u = inconclusive; x = no result given. Not a hit list; 2.3% or so of the library scored in one or more.

SMILES	Cdc42 wt GTP	HRas wt GTP	ABCB1 block	Avidin bead fluor	Rab2A wt mod	Pf gametocyte	Rac1 mut GTP	Rab7 wt modul	ABCG2 block	Mcl1-Noxa inh	Rac1 wt modul
CC1=NN(Cc2c(C)nn(Cc3ccccc3)c2C)C(C)(C)C1	96.0	98.0	1.3	5	98.0	4.5	96.0	100.0	3.5	7.0	98.0
C=CCNC(=S)Nc1sc2c(c1C#N)CCCC2	89.0	94.0	0.0	10	93.0	-62.3	93.0	104.0	1.1	19.6	90.0
NS(=O)(=O)c1ccc(N=Nc2c(=O)[nH]n3c(=O)c4c([nH]c23)CCCC4)cc1	u	u	-0.5	12	u	-19.0	u	u	-1.7	43.0	u
CCO[C@@H]1OC(C(=O)N2CCN(Cc3ccccc3)CC2)=C[C@H](c2ccc(Br)cc2)[C@H]1CCCO	97.0	100.0	6.6	6	98.0	x	100.0	102.0	11.8	-16.4	100.0
Cc1csc(SCC(=O)NC(C)c2ccccc2)n1 (stereo unspecified)	91.0	95.0	-0.4	6	97.0	11.4	93.0	97.0	-1.6	-1.1	91.0
COc1cc(CNc2ccc(C)c(C)c2)cc(OC)c1OC	103.0	102.0	0.8	9	99.0	x	99.0	99.0	2.7	34.0	106.0
CN(C)C(=O)CSc1nnc(CCN)o1	102.0	104.0	0.7	11	103.0	x	102.0	103.0	4.3	-10.4	108.0
COc1cc(CN2CCC(C(=O)N3CCCC(C)C3)CC2)cc(OC)c1O (stereo unspecified)	101.0	100.0	-0.2	4	99.0	x	101.0	100.0	-0.8	18.6	105.0
COc1ccc(S(=O)(=O)N2CCC(C(=O)NCc3cccs3)CC2)cc1	91.0	93.0	0.1	7	93.0	8.4	91.0	91.0	0.0	3.9	94.0
O=C(/C=C/c1ccco1)Nc1ccccc1C(=O)O	90.0	91.0	0.1	8	93.0	-17.6	86.0	92.0	8.7	52.2*	87.0
COc1ccc(-c2nnc(SCC(=O)N(Cc3ccccc3)C(C)(C)C)o2)cc1OC	101.0	103.0	3.1	11	105.0	19.5	96.0	107.0	8.5	7.9	103.0
Cc1ccc(NC(=O)c2ccc(OCC3CCCO3)cc2)cc1 (stereo unspecified)	95.0	100.0	-1.3	5	99.0	-6.0	99.0	98.0	4.3	13.8	104.0
O=C(/C=C/Nc1ccc([N+](=O)[O-])cc1)c1ccc(Br)cc1	101.0	102.0	0.2	11	99.0	0.7	100.0	102.0	3.4	53.1*	105.0
Cc1cccc(C)c1NC(=O)COC(=O)c1c2c(nc3ccccc13)/C(=C\c1ccc3c(c1)OCO3)CCC2	101.0	99.0	0.0	10	97.0	-3.4	100.0	98.0	0.1	8.9	104.0
O=C(Nc1ccc(F)c(Cl)c1)Nc1cnccn1	95.0	97.0	0.4	17	94.0	x	98.0	95.0	2.0	-6.7	99.0
COc1ccccc1CC(=O)NCC(c1ccco1)N1CCCCC1 (stereo unspecified)	98.0	99.0	0.4	9	96.0	13.7	101.0	96.0	1.5	-9.4	101.0
CCCCCCCNC(=O)COc1ccc2c(c1)C(=O)CC(C)(C)O2	100.0	100.0	1.0	5	100.0	-16.7	97.0	100.0	3.1	3.5	101.0
Cc1onc(-c2ccccc2Cl)c1C(=O)NC(=S)NCC(=O)c1ccccc1	93.0	99.0	0.7	14	98.0	-30.5	97.0	102.0	3.9	-2.3	100.0
CC1(C)Cc2c(sc(/N=C/N3CCOCC3)c2C#N)C(C)(C)N1	102.0	101.0	0.5	12	100.0	x	100.0	100.0	13.9	9.0	105.0
CCC(Cc1ccccc1)NC(=O)Cn1ncc2ccsc2c1=O (stereo unspecified)	98.0	100.0	-0.2	13	101.0	7.3	96.0	105.0	-0.2	5.7	100.0
COc1ccc(-n2c(=O)c3c(C)c(C)sc3n(Cc3cccc(F)c3)c2=O)c(OC)c1	101.0	102.0	0.3	4	104.0	-15.8	99.0	107.0	-0.1	-6.4	99.0
Cc1ccc(-n2nc3ccc(NC(=O)c4ccco4)cc3n2)cc1	99.0	101.0	-0.2	7	99.0	x	98.0	104.0	0.0	0.7	104.0
O=C(CN1CCN(S(=O)(=O)c2ccc(Br)cc2)CC1)Nc1ccc2c(c1)OCCO2	99.0	99.0	0.8	13	96.0	-2.7	94.0	95.0	0.8	8.1	96.0
Cc1c(NC(=O)Nc2ccccc2Cl)sc(=S)n1C	u	u	0.1	7	u	-12.7	u	u	7.7	19.7	u
Cc1ccc(C)c(NC(=O)CSc2nc3c(oc4ccccc43)c(=O)n2-c2ccccc2)c1	100.0	99.0	1.9	13	97.0	12.4	96.0	99.0	4.0	-28.6	100.0
CCOC(=O)Cc1csc(NC(=O)CSc2nnc3ccccn23)n1	95.0	98.0	0.7	26	96.0	13.5	97.0	97.0	1.2	4.8	102.0
CCCn1ncc([C@@H]2C[C@H]3CN(Cc4cccc(Cl)c4)C(=O)[C@]34CCCN24)c1C	95.0	95.0	0.5	10	95.0	-7.5	97.0	100.0	1.1	8.0	102.0
Cc1ccc(-n2c(SCC(=O)N/N=C/c3c(C)nn(-c4ccccc4)c3C)nc3ccccc3c2=O)cc1	98.0	96.0	17.6	9	94.0	-16.8	91.0	95.0	34.0	-27.3	98.0
COc1ccccc1NC(=O)Nc1cccc(C(=O)O)c1	100.0	99.0	0.7	15	97.0	-13.9	95.0	101.0	0.6	-2.4	102.0
O=C(CSc1n[nH]c(-c2ccccc2F)n1)NCC(=O)Nc1ccc(F)c(F)c1F	93.0	96.0	0.7	12	96.0	x	93.0	101.0	2.2	14.2	96.0
COc1ccccc1CNC(=S)NC1CCCC1	103.0	98.0	0.4	9	97.0	-0.1	99.0	94.0	19.6	0.8	104.0
Cn1nc(-c2ccccc2)c2cc(C(=O)O)sc21	87.0	89.0	-0.2	24	89.0	3.1	86.0	99.0	-0.3	14.6	83.0
O=C(c1ccco1)N1CCN(C(c2ccccc2Cl)c2nnnn2CC2CCCO2)CC1 (stereo unspecified)	102.0	100.0	0.9	12	98.0	x	97.0	98.0	0.4	19.1	99.0
COc1cc(/C=N/NC(=O)COc2ccc(Cl)cc2)ccc1OS(=O)(=O)c1ccc(C)cc1	95.0	99.0	0.3	11	98.0	-14.6	97.0	96.0	15.7	-6.5	99.0
CC(=O)Nc1ccc(C(=O)OCC(=O)/C(C#N)=C(\C)N)cc1	96.0	96.0	-0.2	13	100.0	x	98.0	98.0	-0.7	10.0	101.0
CCCCCN1CC(O)=C(c2nc3ccccc3[nH]2)C1=N	95.0	97.0	1.0	23	96.0	-14.1	95.0	100.0	4.5	-32.3	94.0
CC(Sc1nnnn1C1CCCCC1)C(=O)O (stereo unspecified)	97.0	99.0	-0.1	23	101.0	1.7	100.0	106.0	0.1	11.3	101.0
O=c1c2ccccc2nc2ccc(NCc3ccco3)nn12	87.0	82.0	0.4	9	79.0*	x	92.0	93.0	5.8	24.4	93.0
CCN1C(=O)c2cccc3c(S(=O)(=O)NCc4cccnc4)ccc1c23	97.0	96.0	0.6	9	96.0	-9.6	95.0	99.0	3.8	1.8	98.0
O=C1c2ccccc2C(=O)N1CCc1nc2ccccc2c(=O)n1-c1ccccn1	98.0	94.0	1.4	9	96.0	-9.3	93.0	97.0	6.8	5.3	95.0
O=C(O)c1ccc(CS(=O)(=O)c2cccc(C(F)(F)F)c2)o1	100.0	99.0	0.9	22	95.0	x	98.0	96.0	3.8	3.7	103.0
CSc1nnc(COc2ccc(C)cc2)n1N	102.0	101.0	0.2	7	100.0	8.9	100.0	100.0	0.8	-0.1	105.0
Cn1c(-n2c(-c3ccco3)nc3ccccc3c2=O)nc2ccccc21	105.0	101.0	1.1	7	105.0	x	102.0	99.0	36.3	12.1	108.0
Cc1ccc[n+](CC(=O)c2ccc(-c3ccccc3)cc2)c1	98.0	98.0	0.0	11	97.0	0.3	97.0	99.0	-2.5	-3.9	101.0
Cc1cc(NC(=O)CSc2nc3ccccc3n2CC(=O)N2CCC(C)CC2)no1	95.0	90.0	1.3	13	93.0	24.4	87.0	93.0	3.8	5.8	96.0
CC(C)(C)Cc1cc(N)on1	103.0	100.0	0.2	6	98.0	-10.5	99.0	104.0	-0.1	6.6	105.0
CSc1nc(-c2ccc(Cl)cc2Cl)[nH]c(=O)c1C#N	94.0	93.0	0.4	4	93.0	-16.5	94.0	94.0	3.2	16.7	97.0
Cc1ccccc1C(=O)Nc1ccnc(-c2ccncc2)n1	100.0	97.0	0.3	10	100.0	-21.2	96.0	100.0	7.9	17.0	102.0
CCOC(=O)C1=C(C)N=C2SCCC(=O)N2C1c1sccc1C (stereo unspecified)	102.0	104.0	0.3	12	106.0	x	98.0	98.0	0.3	-6.4	99.0
CCCCn1nnnc1SCC(=O)NCc1ccco1	96.0	96.0	0.0	6	98.0	x	95.0	92.0	-0.3	6.2	99.0

(more compounds)
SMILES	Cdc42 wt GTP	HRas wt GTP	ABCB1 block	Avidin bead fluor	Rab2A wt mod	Pf gametocyte	Rac1 mut GTP	Rab7 wt modul	ABCG2 block	Mcl1-Noxa inh	Rac1 wt modul
CCN(CC)S(=O)(=O)c1ccc(NC(=O)c2cc(C(=O)OC)cc([N+](=O)[O-])c2)cc1	100.0	99.0	0.1	8	98.0	13.9	98.0	99.0	16.3	14.2	102.0
O=[N+]([O-])c1ccc(N2CCOCC2)nc1	99.0	98.0	0.0	8	100.0	x	96.0	96.0	3.0	22.6	97.0
CCCCN(C)C/C(O)=C(\C#N)c1nc(-c2ccccc2)cs1	97.0	90.0	0.2	3	95.0	x	94.0	91.0	6.7	0.1	100.0
Cc1ccc(-c2nnc(CSc3nnc(COc4ccccc4)n3-c3ccc(C)cc3)o2)cc1	104.0	103.0	0.2	25	104.0	x	98.0	102.0	0.1	11.4	102.0
Cc1cccn2c(CN3CCNC(=O)CC3)c(C(=O)N(C)CCc3ccccc3)nc12	93.0	95.0	-0.1	5	95.0	x	96.0	91.0	-1.4	15.2	98.0
Cc1cccc(-c2cc3nc4c(c(NCc5ccco5)n3n2)CCCC4)c1	100.0	101.0	0.6	14	103.0	x	98.0	104.0	43.3	24.2	101.0
O=C(C[n+]1ccc(C(=O)NCc2ccccc2)cc1)c1ccc2c(c1)OCCO2	97.0	95.0	0.1	13	99.0	-4.2	96.0	106.0	3.3	8.1	100.0
